# Source: PubChem BioAssay
# BioA inh: inhibitors of Mycobacterium tuberculosis BioA enzyme | purified M. tuberculosis BioA enzyme, plate reader | inhibition, % at 9.99 µM | hit rate 0.096% among 360,000; in the data active = inhibition above about 40%; inconclusive = no clear call, values can overlap the other calls
# FadD28 FP inh: inhibitors of Mycobacterium tuberculosis FadD28 bisubstrate binding; FadD28 bisubstrate probe binding, fluorescence polarization; inhibition, % at 12.5 µM; hit rate 0.22% among 360,000; in the data active = inhibition above about 8.5%, passing the limit was not always enough; inconclusive = no clear call, values can overlap the other calls
# GDH-TPI counter: GDH-TPI coupled enzyme inhibition counter-screen. GDH-TPI coupled enzyme counterscreen, NADH absorbance. inhibition, % at 4.8 µM. hit rate 1.2% among 360,000. AID 588335; in the data active = inhibition above about 30%;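 also: 0% = DMSO wells and 100% = wells lacking the enzyme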
# Rv3671c inh: Rv3671c (M. tuberculosis) protease inhibition; hit rate 0.048% among 320,000; P9WHR9; inhibition, % at 5.96 µM; in the data active = inhibition above about 38%;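 also: extracellular domain of Rv3671c used as enzyme; 0% = enzyme with DMSO and 100% = no enzyme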
# BoNT-F LC inh: inhibitors of Botulinum neurotoxin F light chain protease. Multiplex microsphere protease cleavage assay, flow cytometry. inhibition, % at 10 µM. hit rate 0.22% among 360,000. AID 588497; in the data active = inhibition above about 35%, passing the limit was not always enough; inconclusive = no clear call, values can overlap the other calls; also: plate controls were buffer without enzyme for full effect and enzyme alone for no effect
# PrPC surface inh: inhibitors of human cell surface prion protein PrPC. P04156. TR-FRET read-out. inhibition, % at 13.8 µM. hit rate 0.43% among 370,000; in the data active = inhibition above about 24%; also: 0% = median of the test wells and 100% = reference compound wells
# MazF activator: activators of E. coli MazEF toxin-antitoxin RNase; P0AE70; FAM/BHQ RNA-DNA oligo cleavage fluorescence, 5 h; activation, % at 20 µM; hit rate 0.32% among 350,000; AID 504720; in the data active = activation above about 50%
# Target sequence (P0AE70 whole entry, looked up): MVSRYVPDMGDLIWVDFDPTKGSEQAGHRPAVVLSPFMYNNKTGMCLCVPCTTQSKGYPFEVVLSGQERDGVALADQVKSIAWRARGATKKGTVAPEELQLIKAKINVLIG
# UGM FP inh: Mtb UDP-galactopyranose mutase inhibition; P9WIQ1; purified UGM, fluorescence polarization probe displacement; inhibition, % at 10 µM; hit rate 0.06% among 320,000; AID 504406; in the data active = inhibition above about 10%, passing the limit was not always enough; inconclusive = no clear call, values can overlap the other calls
# Target sequence (P9WIQ1 whole entry, looked up): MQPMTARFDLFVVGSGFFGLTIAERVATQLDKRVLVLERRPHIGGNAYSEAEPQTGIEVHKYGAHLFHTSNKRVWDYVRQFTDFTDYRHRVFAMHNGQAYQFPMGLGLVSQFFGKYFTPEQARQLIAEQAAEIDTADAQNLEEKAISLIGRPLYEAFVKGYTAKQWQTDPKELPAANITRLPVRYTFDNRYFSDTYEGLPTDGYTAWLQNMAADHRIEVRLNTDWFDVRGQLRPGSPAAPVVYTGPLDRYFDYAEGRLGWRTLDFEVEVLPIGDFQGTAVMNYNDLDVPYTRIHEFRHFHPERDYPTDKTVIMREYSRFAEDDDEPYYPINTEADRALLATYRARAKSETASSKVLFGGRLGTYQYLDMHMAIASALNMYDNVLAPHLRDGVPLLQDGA
# Mtb FBA inh: Mtb fructose-bisphosphate aldolase inhibition. inhibition, % at 1 µM. hit rate 2.3% among 360,000. purified M. tuberculosis FBA, fluorescence read-out; in the data active = inhibition above about 27%;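 also: 0% = vehicle and 100% = reference inhibitor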
# Target sequence (P9WQA3 whole entry, looked up): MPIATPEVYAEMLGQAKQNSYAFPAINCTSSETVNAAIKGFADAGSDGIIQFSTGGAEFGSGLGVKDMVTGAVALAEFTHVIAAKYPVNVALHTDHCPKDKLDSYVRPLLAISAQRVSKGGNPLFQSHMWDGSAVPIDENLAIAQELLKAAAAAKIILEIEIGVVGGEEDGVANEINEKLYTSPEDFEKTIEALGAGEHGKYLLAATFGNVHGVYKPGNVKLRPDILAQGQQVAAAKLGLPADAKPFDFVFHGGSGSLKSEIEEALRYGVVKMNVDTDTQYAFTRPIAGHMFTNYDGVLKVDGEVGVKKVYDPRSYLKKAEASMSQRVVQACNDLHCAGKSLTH
# Active calls of the source: *; ? = inconclusive; / = no result given.
SMILES,BioA inh,FadD28 FP inh,GDH-TPI counter,Rv3671c inh,BoNT-F LC inh,PrPC surface inh,MazF activator,UGM FP inh,Mtb FBA inh
Cc1ccsc1C(=O)OCC(=O)c1ccc[nH]1,0.9,-3.6,-7,-9,-9,6,-4,2.4,-1
O=C(N/C(=C/c1ccco1)C(=O)N1CCCCC1)c1cccs1,-0.4,-4.1,11,-3,-8,0,-6,-1.0,-2
Cc1cc(C)c(S(=O)(=O)c2ccccc2C(C)C)c(=O)[nH]1,-1.2,/,2,/,2,9,1,-4.0,2
Cc1[nH]c(=O)[nH]c(=O)c1S(=O)(=O)N1CCN(c2cccc(Cl)c2)CC1,0.4,0.5,-4,7,-18,3,2,-0.4,3
CSc1ccccc1NC(=O)CN(C)CC(=O)Nc1cc(C)ccc1C,/,-0.7,4,-7,-3,2,9,0.1,-1
COc1ccc(S(=O)(=O)N2CCCC(C(=O)N3CCOCC3)C2)cc1C (stereo unspecified),-0.7,-3.7,9,-9,-9,1,-7,-4.3,0
CC(C)(C)c1cc(C=C(C#N)C#N)cc(C(C)(C)C)c1O,1.6,2.5,9,-4,-9,-3,-6,9.8,-22
Cc1ccc(C2=NCC(=O)N(CC(=O)N3CCCCC3)c3sc(C)c(C)c32)cc1,0.8,-2.5,12,0,-4,-3,7,2.3,-2
O=C(Nc1cccc(-c2nc3ncccc3o2)c1)c1cc2ccccc2o1,9.5,-0.6,8,-59,-16,8,-2,2.3,1
COc1ccc(NC(=O)CN(C)C(=O)c2sc3ccccc3c2Cl)cc1,1.4,-0.3,-9,-3,?,3,0,-0.9,4
Cc1ccc(Cl)cc1N1CCN(C(=O)c2ccccc2SCC(=O)N2CCCC2)CC1,-4.0,-4.0,-2,-1,-9,4,-1,/,-2
N#Cc1cc(-c2ccccc2)nc(NN)n1,/,0.0,32*,-10,?,-7,10,-1.4,-2
Cc1ccc(C(=O)C(=S)N2CCOCC2)cc1,-1.7,-2.0,7,-2,-5,-4,4,3.9,-2
Nc1sc2c(c1C(=O)NCCc1ccccc1)CCC2,/,-1.4,-1,5,-1,3,3,0.9,2
Cc1ccc(-n2c(CNC(=O)c3cccs3)nnc2SCC(=O)NO)cc1,0.1,-0.5,8,7,-2,-4,-5,0.5,2
O=C1c2c(O)cc(O)cc2O[C@H](c2ccc(O)cc2)[C@H]1O,0.5,-2.7,18,2,-1,1,0,0.3,0
CCN1CCN(CC(=O)N2N=C(c3cccs3)CC2c2ccc(OC)c(OC)c2)C(=O)C1=O (stereo unspecified),-1.2,0.3,6,4,-5,-17,-3,1.4,7
O=C(Nc1cc([N+](=O)[O-])ccc1F)c1ccc2ccccc2c1,-1.6,-0.7,10,-93,15,8,12,-0.3,-2
Cc1ccc(-c2cnc(N)n2C)cc1C,/,-1.5,0,3,-6,-2,7,0.7,-2
NC(=O)NCc1ccccc1F,-0.9,-0.2,1,8,5,1,6,-1.5,5

# At a glance, three of the compounds above:
SMILES,BioA inh,FadD28 FP inh,GDH-TPI counter,Rv3671c inh,BoNT-F LC inh,PrPC surface inh,MazF activator,UGM FP inh,Mtb FBA inh
CSc1ccccc1NC(=O)CN(C)CC(=O)Nc1cc(C)ccc1C,/,-0.7,4,-7,-3,2,9,0.1,-1
COc1ccc(S(=O)(=O)N2CCCC(C(=O)N3CCOCC3)C2)cc1C (stereo unspecified),-0.7,-3.7,9,-9,-9,1,-7,-4.3,0
CC(C)(C)c1cc(C=C(C#N)C#N)cc(C(C)(C)C)c1O,1.6,2.5,9,-4,-9,-3,-6,9.8,-22

# (listing goes on)
SMILES,BioA inh,FadD28 FP inh,GDH-TPI counter,Rv3671c inh,BoNT-F LC inh,PrPC surface inh,MazF activator,UGM FP inh,Mtb FBA inh
O=S1(=O)[C@H]2C[C@@H]3C=C[C@@]2(CN1Cc1ccc(F)cc1)O3,-0.4,-1.2,20,-7,4,2,7,-0.2,2
O=C(NCCc1cccs1)Nc1ccc2nc([C@@H]3O[C@H](CO)[C@@H](O)[C@H]3O)[nH]c2c1,-0.3,-1.6,1,/,1,9,/,/,2
Cc1ccc(CNC(=O)CCc2nc(-c3cccs3)no2)cc1,-0.1,0.8,1,0,-12,6,-2,5.5,4
NS(=O)(=O)c1cc(C(=O)OCC(=O)NC2CC2)ccc1Cl,-1.3,0.2,8,4,2,-5,-1,-1.7,7
Cc1ccc(C(O)c2ncc(-c3cccc4ccccc34)[nH]2)cc1F (stereo unspecified),0.5,-0.7,1,/,-6,-4,/,/,27*
Cc1ccccc1-c1ccc(=O)n(CC(=O)Nc2ccc(N3CCOCC3)cc2)n1,/,-4.5,-6,-1,-1,-6,3,-0.5,0
O=C(Nc1nc(-c2ccccc2)cs1)Nc1ccc(F)cc1F,/,-1.8,7,-32,0,13,3,-1.4,-3
COc1ccccc1NS(=O)(=O)c1cc(C(=O)NCC(C)(C)N2CCOCC2)ccc1C,-1.2,0.8,-9,-5,4,-2,4,0.1,2
Cc1cccc(-n2ncc3c2CCCC3NC(=O)CN2CCCC2=O)c1C (stereo unspecified),0.1,-2.2,9,5,7,3,4,0.2,3
CNc1cc(N2CCN(C)CC2)ccc1[N+](=O)[O-],/,-1.3,8,1,-1,-13,7,-0.5,-6
O=C(NNc1ccccc1F)c1ccccc1,-0.7,-0.7,3,6,/,23,13,-1.7,1
COc1cccc(NC(=O)c2ccc3c(c2)N(C)CCS3)c1,-0.2,1.8,10,-4,-14,9,3,0.9,8
CCOc1ccc(NC(=O)C/C(C)=N/NC(=O)Cc2cccs2)cc1,0.5,-0.3,3,2,-26,-9,-2,-0.9,0
COC(=O)c1cc(OC)c(OC)cc1NC(=O)c1ccco1,-0.5,-4.8,13,0,-2,-7,5,-0.5,-1
CC(C)CC(=O)Nc1nnc(SCC(=O)Nc2nccs2)s1,-0.4,-0.8,4,-7,6,7,-12,2.1,0
Oc1ccc(Br)cc1-c1cc(-c2ccco2)[nH]n1,6.1,-14,3,-11,2,0,7,0.3,2
CCNC(=O)CN(c1ccc(Br)c(C)c1)S(C)(=O)=O,/,-1.5,-1,-2,1,-4,7,-2.6,1
O=[N+]([O-])c1ccc(N/N=C/c2ccc(OCc3cccc4ccccc34)cc2)nc1,/,-0.2,1,-1,-8,-2,27,-1.6,4
Cc1ccc2oc(C(=O)N3CCN(CCO)CC3)c(C)c2c1,-0.9,-0.2,-3,0,0,9,-5,1.3,-1
CCC(C)(C)NC(=O)C(c1cccc(OC)c1OC)N(CC(C)C)C(=O)CCC(=O)Nc1cc(C)on1 (stereo unspecified),/,-3.0,-10,-8,-6,7,-1,0.0,-2

# 4 entries picked at random from those above:
SMILES,BioA inh,FadD28 FP inh,GDH-TPI counter,Rv3671c inh,BoNT-F LC inh,PrPC surface inh,MazF activator,UGM FP inh,Mtb FBA inh
CSc1ccccc1NC(=O)CN(C)CC(=O)Nc1cc(C)ccc1C,/,-0.7,4,-7,-3,2,9,0.1,-1
Cc1ccc(Cl)cc1N1CCN(C(=O)c2ccccc2SCC(=O)N2CCCC2)CC1,-4.0,-4.0,-2,-1,-9,4,-1,/,-2
Oc1ccc(Br)cc1-c1cc(-c2ccco2)[nH]n1,6.1,-14,3,-11,2,0,7,0.3,2
O=C(N/C(=C/c1ccco1)C(=O)N1CCCCC1)c1cccs1,-0.4,-4.1,11,-3,-8,0,-6,-1.0,-2

# (next part)
SMILES,BioA inh,FadD28 FP inh,GDH-TPI counter,Rv3671c inh,BoNT-F LC inh,PrPC surface inh,MazF activator,UGM FP inh,Mtb FBA inh
CCCCn1c(N)c(N(CCC(C)C)C(=O)C2CCN(C(=O)c3ccccc3C)CC2)c(=O)[nH]c1=O,-2.8,-1.6,10,-1,26,-7,-13,-0.3,4
Cc1cccc(C(=O)Nc2ccc(O)c3c(=O)cc(-c4ccccc4Cl)oc23)c1,-1.4,-1.9,14,-6,-5,0,-4,3.1,2
C/C(CC(=O)Nc1cccc(C(F)(F)F)c1)=N\NC(=O)C(=O)NCC(C)C,0.2,-4.9,-6,-32,-2,9,3,0.0,-2
O=C(Nc1ccncc1)c1ccc(S(=O)(=O)Nc2ccccc2)cc1,/,-5.6,-4,-15,3,11,6,2.9,2
Cc1ccc(C(=O)CSc2n[nH]c(C)n2)cc1,/,0.2,16,-2,-2,-2,4,0.0,1
CC(=O)Nc1nc(-c2ccccc2)c(-c2ccccc2)o1,/,-2.4,4,-6,-4,-6,-5,2.4,7
O=C(Nc1cccc(Cl)c1N1CCCC1)c1ccc([N+](=O)[O-])o1,/,-2.6,10,-2,-4,2,7,-2.7,1
NNC(=S)Nc1cccc(Cl)c1,5.6,-4.7,5,-13,-5,-6,0,1.8,0
COc1ccccc1-c1csc(C(O)c2ccc(F)c(F)c2)n1 (stereo unspecified),-2.2,-6.2,0,/,-1,3,/,/,-2
O=C1OC=NC1=Cc1ccccc1,/,-4.0,-1,/,-2,0,-10,/,-1
Cc1ccc(S(=O)(=O)NN=C2CCc3ccccc32)cc1,0.7,-2.3,1,/,-1,3,2,/,-1
COc1ccccc1NC(=O)COC(=O)[C@@H]1CCCN1C(=O)c1cccs1,5.0,-1.5,1,-3,-18,12,-3,-0.9,-4
c1ccc2c(c1)CC(N1CCCCC1)c1ccccc1N2 (stereo unspecified),-0.2,-3.9,-7,10,-3,-5,2,1.6,-2
CCOc1ccccc1C(=O)NC(CO)C(=O)O (stereo unspecified),-1.2,-0.1,-1,-1,4,-1,6,0.3,2
COc1ccc(CNC(=O)c2sc3nc4c(c(C(F)(F)F)c3c2N)CCC4)cc1OC,-4.3,-0.6,6,-4,-6,-2,-4,-4.8,0
COc1ccc(CCNC(=O)CSc2nc3c(c(=O)n(C)c(=O)n3C)n2C(C)C)cc1OC,-1.0,1.2,3,-14,-10,5,7,3.8,1
Cn1c(SCCC#N)nnc1-c1ccc(F)cc1,/,-6.1,-4,2,-2,/,/,2.1,-4
O=C(NCc1ccccn1)c1cc(-c2ccncc2)nc2ccccc12,/,-0.7,3,-1,/,-5,-1,1.4,2
CC(C)(C)NC(=O)NC(=O)COC(=O)CNS(=O)(=O)c1ccc(Br)cc1Cl,-0.5,-3.7,0,4,0,-1,-8,0.8,-3
CC1Oc2ccccc2N(CC(=O)NC2CC2)C1=O (stereo unspecified),/,-2.8,10,-1,-2,0,0,2.8,2

# Brought forward from above: 4 entries; new compounds follow.
SMILES,BioA inh,FadD28 FP inh,GDH-TPI counter,Rv3671c inh,BoNT-F LC inh,PrPC surface inh,MazF activator,UGM FP inh,Mtb FBA inh
Cn1c(SCCC#N)nnc1-c1ccc(F)cc1,/,-6.1,-4,2,-2,/,/,2.1,-4
O=C(NCc1ccccn1)c1cc(-c2ccncc2)nc2ccccc12,/,-0.7,3,-1,/,-5,-1,1.4,2
CC(C)(C)NC(=O)NC(=O)COC(=O)CNS(=O)(=O)c1ccc(Br)cc1Cl,-0.5,-3.7,0,4,0,-1,-8,0.8,-3
CC1Oc2ccccc2N(CC(=O)NC2CC2)C1=O (stereo unspecified),/,-2.8,10,-1,-2,0,0,2.8,2
CCNC(=O)N1CCC(n2nccc2NC(=O)CCOc2ccccc2)CC1,0.4,-2.8,5,-5,2,-6,6,-2.1,2
COc1ccc(C(=O)NC(C)CCc2ccccc2)c(O)c1 (stereo unspecified),1.8,-3.4,-8,/,10,3,13,1.4,0
CCc1c(C)sc(NC(=S)NC(C)C2CCCO2)c1C(=O)OC (stereo unspecified),-1.3,-0.1,7,4,-3,11,3,0.8,1
CCOC(=O)c1ccccc1NC(=O)CSc1ncc(C(=O)OCC)c(N)n1,0.9,-0.9,5,-6,1,-2,1,-1.6,1
CCCc1cc(=O)[nH]c(SCC(=O)Nc2cc(C)on2)n1,/,-1.4,-11,-3,2,-2,11,3.8,-1
Nc1nc(SCCO)[nH]c(=O)c1NC(=O)c1ccco1,-5.9,0.1,12,-2,-104,6,-3,-3.1,3
O=C(CN(C(=O)c1csnn1)c1ccccc1Cl)NCCc1ccccc1,6.0,-2.0,-4,7,6,4,0,0.6,3
O=C(CN(Cc1cccs1)C(=O)CNS(=O)(=O)c1ccc(Cl)cc1)NCc1ccco1,-1.6,-0.8,16,0,1,-3,-6,1.9,0
CC(C)Cn1c(-c2ccncc2)n[nH]c1=S,-1.2,-1.9,0,-2,-4,6,5,4.6,-4
